TDP1 cell CPT = qHTS for Inhibitors of human tyrosyl-DNA phosphodiesterase 1 (TDP1): qHTS in cells in presence of CPT | chicken DT40 Tdp1-/-;hTDP1 cells + 20 nM CPT, ATP luminescence, 48 h | Potency, µM (series often up to 46.2 µM), without a hit: top-dose activity change, negative = growth inhibition, actives largely listed as inhibitors | actives 12% (n = 420,000) | AID 686979, 2013; active means well fitted inhibition curve with a large enough effect; inconclusive means small, poorly fitted or top-dose-only effect; further: nearly all actives have a fitted effect of over 55% in size
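Chicken DT40 Tdp1-/- cells stably complemented with human TDP1 were seeded at 400 cells/well in medium containing 20 nM camptothecin, exposed to pin-transferred compounds, and grown at 37 °C for at least 48 hr. Viability was read as ATP luminescence.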
Active calls of the source: *; ? = inconclusive; [ ] = remark or other dose. On the % scale 0 is the no-effect control and ±100 the full control effect; potency means the concentration at half of the fitted maximal effect.

SMILES	TDP1 cell CPT
COc1cccc(-c2cnc3c(NC(C)=O)cc(-c4cc(F)ccc4OC)cn23)c1	?
COc1ccccc1Cc1c(-c2ccc(Cl)cc2)nc2ccc(Cl)cn12	?
COc1cccc(C2=NN(C(=O)C3CC3)C(O)(C(F)(F)F)C2)c1 (centres undefined)	?
Clc1ccccc1-c1cc2nc(NCCCn3ccnc3)ccn2n1	-3%
O=C1NC(Cc2ccccc2)c2nc3cc(F)c(F)cc3c(=O)n2-c2ncccc21 (centres undefined)	-29%
C=Cc1ccc(CC2(C)C(=O)Nc3c(Cl)cccc32)cc1 (centres undefined)	0%
CC1(Cc2ccccc2Cl)C(=O)Nc2c(Cl)cccc21 (centres undefined)	29µM*
Cc1nc(C(F)(F)F)ccc1C(=O)N1CCC1(C)C(=O)NCc1ccc(Cl)cc1 (centres undefined)	-29%
COc1cccc(-c2cc3c(c4c2ccn4C)C2CCC3C2)c1 (centres undefined)	?
CCOC(=O)[C@]12CCCC=C1N(CCC1=CCCCC1)C(=O)[C@H](CC(=O)NCc1ccc(C)o1)C2	?
Cc1cc(C)c2c(CN(C)Cc3ccccc3)cc(=O)oc2c1	?
COc1ccc(NC(=O)C2(C)CCN2Cc2cccc(OC)c2OC)cc1OC (centres undefined)	?
COCCCN1C(=O)C(CC(=O)NCC2CCCCC2)CC(C(=O)N(C)C)=C1C (centres undefined)	4%
Cc1ccc([C@H]2N[C@]3(CCCN(Cc4ccc(Br)cc4)C3=O)[C@H]3C(=O)N(C)C(=O)[C@@H]23)cc1	3%
COc1ccc(C(=O)N2CCC(C)(C(=O)NS(=O)(=O)C3CC3)C2)cc1F (centres undefined)	-20%
COc1ccc(CC(N)c2csc(NC(=O)Nc3ccc(OC)cc3)n2)cc1 (centres undefined)	21µM*
c1ccc(CNc2nc(NCc3cccs3)nc3ccsc23)cc1	18µM*
Cc1cc2oc(=O)cc(CN(C)Cc3ccccc3)c2cc1Cl	-9%
CC(C)C(O)c1ccc2c(c1)CN(C(=O)c1ccccc1-n1cccn1)CCO2 (centres undefined)	-6%
O=C(O)c1cc2ccc(O)cc2oc1=O	5%
Cn1ccnc1CC(C)(O)c1ccccc1 (centres undefined)	10%
C[C@H](CO)N1C[C@H](C)[C@H](CN(C)S(=O)(=O)c2ccc(F)cc2)Oc2ncc(Br)cc2C1=O	?
CCOc1ccc(CCN2C(=S)N([C@@H](CC(C)C)CN3CCC[C@@H]3CN3C(=S)NC[C@@H]3CC(C)C)C[C@@H]2Cc2ccc(O)cc2)cc1	9.2µM*
CC(C)(C)CNC(=O)C1(C)CCN1C(=O)Cc1ccc(-c2ccccc2)cc1 (centres undefined)	23µM*
Cc1noc(C)c1NC(=O)N(C)C[C@H]1OCCCC[C@@H](C)Oc2ccc(NC(=O)Nc3ccc(F)cc3)cc2C(=O)N([C@@H](C)CO)C[C@H]1C	?
COC1=CC(=O)OC(c2cccc(C(F)(F)F)c2)C1 (centres undefined)	7%
COC(=O)C[C@H]1CC[C@H](NC(=O)Nc2ccccc2OC)[C@@H](CO)O1	-3%
Cc1nc2c(OCCN3C(=O)c4ccccc4C3=O)cccn2c1N(C)C(=O)CCC1CCCC1	4%
FC(F)(F)c1cc(Cl)c2nc(-c3ccco3)c(Cc3ccccc3C(F)(F)F)n2c1	?
CC(=O)Nc1nnc([N+](=O)[O-])s1	18µM*
O=C(NCc1cc(C(F)(F)F)cc(C(F)(F)F)c1)c1cc(-c2cc(F)ccc2OCC2CCCO2)n[nH]1 (centres undefined)	-15%
O=C(NCc1ccc(Cl)nc1)c1csc([C@@H]2C[C@H](O)[C@@H](CO)O2)n1	-10%
CC(C)CN1C(=O)CN(S(C)(=O)=O)CC1(C)C(=O)Nc1ccc2c(c1)OCCO2 (centres undefined)	2%
CC(=O)Nc1cnc(-c2ccccc2C(C)=O)cn1	-16%
C(=Cc1nc2ccccc2o1)c1ccc2c(c1)OCO2	-12%
CCNC(=S)Nc1ccc2c(c1)c(=O)n(C)n2Cc1cccc(C(F)(F)F)c1	?
CN1CCN(c2ccc3sc(-n4ccc5ccccc54)nc3c2)CC1	16µM*
O=S(=O)(c1ccc(F)cc1)c1nc(-c2ccco2)oc1NCCCn1ccnc1	9%
CC(C)C(NC(=O)OCc1ccccc1)C(=O)NC(Cc1c[nH]c2ccccc12)C(=O)O (centres undefined)	-12%
O=C(OCC1(COC(=O)c2cccnc2)CCCC(COC(=O)c2cccnc2)(COC(=O)c2cccnc2)C1O)c1cccnc1	2%
C[C@H](c1ccccc1)N1C[C@@H](COCc2ccccc2)Oc2cc(N3CC[C@H](N(C)C)C3)ccc2S1(=O)=O	?
CCOC(=O)C1(C)CCCCCN1C(=O)c1snnc1C (centres undefined)	4%
COCc1ccc(C(=O)N2CCOc3ccc(CN4CCN(c5ccc(F)cc5)CC4)cc3C2)o1	21µM*
COc1ccc(NC(=O)c2sc(=O)n(Cc3ccccc3C#N)c2C)cc1OC	?
CCCCNC(=O)C1(C)CCCCN1C(=O)c1c(F)ccc(C)c1F (centres undefined)	2%
COc1cccc(-c2ccc3c(c2)C2CC3CCN2C(=O)c2ccc(-c3ccccc3)cc2)c1 (centres undefined)	?
Cc1ccc2c(c1)C(=O)N1c3cc(C)c(C)cc3NC(=O)C1C(=O)N2 (centres undefined)	-12%
O=C(COC(=O)c1ccc(F)c(S(=O)(=O)N2CCOCC2)c1)Nc1ccc(Cl)cn1	-3%
C[C@H](CO)N1C[C@H](C)[C@H](CN(C)S(=O)(=O)c2cccc(C#N)c2)OCc2cnnn2CCCC1=O	-10%
CN(C)c1ccc(C=Cc2nccc3ccccc23)cc1	?
COc1ncnc2c1ncn2CCCN(CCCc1ccccc1)CCCn1cnc2c(OC)ncnc21	-20%
COc1ccc(Cn2cc(CN3CC(N4CCCCC4)CS3(=O)=O)nn2)cc1 (centres undefined)	-10%
Cc1ccc(C(=O)NCCN2CCC(n3c(=O)[nH]c4ccccc43)CC2)cc1	?
CCOC(=O)N(C)c1c(CC)nc2c(OCC(=O)C(C)(C)C)cccn12	-22%
Cc1ccc(NC(=O)[C@@H]2O[C@H](CO)[C@@H](O)[C@H]2O)cc1C(F)(F)F	?
Cc1noc(C)c1NC(=O)N(C)C[C@H]1OCc2cnnn2CCCC(=O)N([C@H](C)CO)C[C@@H]1C	-1%
COC(=O)N1CCCCC1c1cc(C(=O)Nc2ccc(OC)cc2C)no1 (centres undefined)	-9%
NC(c1ccccc1)c1csc(Nc2ccc(C(=O)NCCO)cc2)n1 (centres undefined)	?
CCOC(=O)C1(C)CCN1C(=O)c1ccccc1C(F)(F)F (centres undefined)	-11%
CC(Oc1ccc(Cl)cc1)C(=O)Nc1cccc(S(=O)(=O)N2CCCC2)c1 (centres undefined)	?
Additional results follow.
SMILES	TDP1 cell CPT
COc1cc(Cn2c3ccc(NC(=O)NCCc4ccccc4)cc3c(=O)n2C)ccc1F	?
COc1ccc(Br)c(Cn2c(C)c(C(=O)NCc3ccccc3C(F)(F)F)sc2=O)c1	?
COc1cccc(-c2cnc(C(O)c3cc(F)cc(Cl)c3)[nH]2)c1 (centres undefined)	?
COc1cc(=O)n2c(c1C(=O)NC(C)c1ccco1)CCN(Cc1cc(C)cc(C)c1)CC2 (centres undefined)	-2%[9.04 µM]
CCCCCn1nnnc1-c1nc2cc(C)c(C)cc2[nH]c1=O	?
COC(=O)[C@]12CCCCC=C1N(Cc1ccccc1)C(=O)[C@H](CC(=O)N1CCCC1)C2	?
C[C@H](NC(=O)c1[nH]cnc1C(=O)N[C@@H](C)CO)c1ccccc1	6%
Cc1ccc(OCCC(=O)OCC(=O)NC2CCCCC2)cc1	-17%
CN(Cc1c(F)cccc1Cl)C(=O)COC(=O)Cn1cnc2ccccc2c1=O	6%
Nc1c(OS(=O)(=O)c2ccccc2)cccc1OS(=O)(=O)c1ccccc1	-22%
C[C@@H]1CN([C@@H](C)CO)C(=O)CCCn2nncc2CO[C@H]1CN(C)C(=O)c1ccc2ccn(C)c2c1	9%
Cc1ncc2c(c1CNS(=O)(=O)N(C)C)CCN(C(=O)/C=C/c1ccccc1Cl)C2	6%[9.04 µM]
COc1ccc(CC(N)c2csc(Nc3cccc(OC)n3)n2)cc1 (centres undefined)	15µM*
C[C@@H]1CN([C@@H](C)CO)S(=O)(=O)c2ccc(C#Cc3cccc(F)c3)cc2O[C@H]1CN(C)S(=O)(=O)c1cn(C)cn1	18µM*
NC(=O)c1ccc(NCCc2cccs2)cc1	-9%

5 compounds picked at random from those above, as already listed:
SMILES	TDP1 cell CPT
COc1ccc(CC(N)c2csc(Nc3cccc(OC)n3)n2)cc1 (centres undefined)	15µM*
CCCCCn1nnnc1-c1nc2cc(C)c(C)cc2[nH]c1=O	?
Cc1ccc(OCCC(=O)OCC(=O)NC2CCCCC2)cc1	-17%
Nc1c(OS(=O)(=O)c2ccccc2)cccc1OS(=O)(=O)c1ccccc1	-22%
COc1cc(Cn2c3ccc(NC(=O)NCCc4ccccc4)cc3c(=O)n2C)ccc1F	?

The main list resumes; the four compounds before the break are reprinted first.
SMILES	TDP1 cell CPT
Cc1ncc2c(c1CNS(=O)(=O)N(C)C)CCN(C(=O)/C=C/c1ccccc1Cl)C2	6%[9.04 µM]
COc1ccc(CC(N)c2csc(Nc3cccc(OC)n3)n2)cc1 (centres undefined)	15µM*
C[C@@H]1CN([C@@H](C)CO)S(=O)(=O)c2ccc(C#Cc3cccc(F)c3)cc2O[C@H]1CN(C)S(=O)(=O)c1cn(C)cn1	18µM*
NC(=O)c1ccc(NCCc2cccs2)cc1	-9%
CC(=O)CC/C=C(\C)CC/C=C(\C)CC/C=C(\C)CCC=C(C)C	-13%
COc1ccc(-n2c(CCNC(=O)c3ccccc3C(F)(F)F)nnc2SC)cc1	11%[9.04 µM]
Cc1c(C(=O)NCc2ccc(C(C)C)cc2)sc(=O)n1Cc1cccc(F)c1	?
COc1ccc(OC)c(CN2CCCC(c3nc(-c4ccncc4)ncc3-c3ccccc3C)C2)c1 (centres undefined)	-1%
O=C(Nc1ccc(F)cc1)C(c1cccc(F)c1)N1CCN(c2cccc(C(F)(F)F)n2)CC1 (centres undefined)	?
COCCNc1nc(-c2ccc(OC)cc2C)c2sc(-c3ccccc3)cc2n1	21µM*
CN(C)c1ccc(NC(=O)Nc2ccc3c(c2)c(=O)n(C)n3-c2ccccc2)cc1	?
CCC(c1nc2ccccc2[nH]1)n1c(-c2ccnc(Cl)c2)nc2ccccc21 (centres undefined)	-8%
CCCCn1c(OC(=S)N(CC)CC)cc(C)nc1=S	?
C[C@H](O)[C@@H]1CN2CCc3c([nH]c4ccccc34)[C@@H]2C[C@@H]1N(C)C(=O)Nc1cc(Cl)cc(Cl)c1	?
Cn1ncc2c1NC(c1ccc(F)cc1)SCC2=O (centres undefined)	-12%
Cc1onc(-c2ccccc2)c1C(=O)N1CCC(C)(C(=O)O)C1 (centres undefined)	-8%
CN1CCN(c2nc3cc(N4CCOCC4)ccc3s2)CC1	6%
O=C(NCc1ccc(C(F)(F)F)cc1)c1ccc(-c2cccnc2)c2ccoc12	?
O=C(c1ccc(CS(=O)Cc2cccc(Cl)c2)o1)N1CCN(c2ccc(F)cc2)CC1 (centres undefined)	?
CN1CCN(C(=O)c2cc3c(c(-c4cccc(-c5cccnc5)c4)n2)[C@@H](CCO)N(C(=O)CC2CC2)C3)CC1	-18%
CC(=O)c1ccc(NS(=O)(=O)c2cccc3cccnc23)cc1	?
CCOC(=O)c1cc2c(OC)c(OC)ccc2c2[nH]cc(C#N)c(=O)c12	-29%
CCNC(=O)C1(C)CCCN(Cc2cc3ccccc3o2)C1 (centres undefined)	?
Cc1cccc2cc(CN(CC3CCCO3)C(=O)c3ccccc3F)c(N(C)C)nc12 (centres undefined)	-1%[9.04 µM]
O=C(CCl)N1c2ccccc2Sc2ccc3ccccc3c21	3.7µM*
CC(=O)N1CCN(S(=O)(=O)c2cccc(C(=O)OCC(=O)NCc3ccccc3Cl)c2)CC1	6%
CCOC1=C2[C@@H](CN(S(=O)(=O)c3ccc(C)cc3)[C@H]2c2ccccc2F)[C@H]2C(=O)NC(=O)[C@H]2C1	-18%
O=C(Nc1ccccc1F)c1nc[nH]c1C(=O)NCc1ccccc1	?
COc1ccc(C2=Cc3ccccc3C(CC(=O)C3CC3)N2c2ccc(-c3cc(OC)c(OC)c(OC)c3)cc2)cc1 (centres undefined)	-11%
C[C@H]1CN([C@@H](C)CO)C(=O)CCCn2cc(nn2)CO[C@@H]1CN(C)S(=O)(=O)c1ccc(Oc2ccccc2)nc1	-39%
CCCCc1c(-c2ccccc2OC)ncn1Cc1ccc(-c2ccccc2)cc1	15µM*
CC1(C(=O)NS(=O)(=O)c2ccccc2Cl)CCN1C(=O)C1(c2ccc(Cl)cc2)CC1 (centres undefined)	1%
Cc1csc(CN(C)C(=O)CC2C(=O)NCCN2Cc2ccccc2C)n1 (centres undefined)	-7%
O=[N+]([O-])c1ccc(-c2cn(-c3ccc(Cl)cc3)cn2)cc1	?
CC(O)(c1cccc(F)c1)c1nc(-c2ccncc2)cs1 (centres undefined)	15µM*
Cc1cc(C)cc(Cn2cc(CN3CC(N4CCN(CCO)CC4)CS3(=O)=O)nn2)c1 (centres undefined)	-2%
COc1ccc(CSC(=S)NNc2ccccc2)cc1	?
COc1ccc(NC(=O)CSc2nc3ccsc3c(=O)n2CCC(=O)O)cc1	2%
CCCCN1CC(N2CCN(C)CC2)CS1(=O)=O (centres undefined)	-16%
COc1cccc(C2=Cc3ccc(F)cc3C(CC(C)=O)N2c2ccc(-c3cncnc3)cc2)c1 (centres undefined)	13µM*

Screening results: PubChem BioAssay, National Center for Advancing Translational Sciences (NCATS)

Not all compounds are listed; rates above refer to the full screens.
